M18AAP inhibitor: PfM18AAP enzyme inhibition | recombinant PfM18AAP, H-Glu-NHMec fluorogenic cleavage | inhibition, % at 7.35 µM | 290,000 compounds, 1.2% hits;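 active = inhibition above the campaign mean inhibition over all tested compounds plus 3 SD, cut at about 28% in these data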;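 note: 0% = plate median of test compound wells and 100% = 2 mM ZnCl2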
SUMO HTRF inh: inhibitors of human SUMOylation (UBC9); HTRF SUMOylation assay, SAE1/SAE2 + UBC9, in vitro; inhibition, % at 35 µM; 290,000 compounds, 0.36% hits; AID 2006; in the data active = inhibition above about 50%, passing the limit was not always enough; note: strong numbers were not always called active
Target sequence (P63279 whole entry, looked up): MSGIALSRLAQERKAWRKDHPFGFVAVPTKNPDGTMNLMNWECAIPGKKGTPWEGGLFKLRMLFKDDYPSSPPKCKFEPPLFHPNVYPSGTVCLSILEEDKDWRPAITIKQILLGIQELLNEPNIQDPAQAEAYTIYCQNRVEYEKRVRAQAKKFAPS
MEKK2 WT-MEK5: raises or lowers MEK5 binding to wildtype human MEKK2 PB1 domain; Q9Y2U5; bead flow cytometry, Alexa488-MEK5 binding to MEKK2 WT; actives lie on both sides; binding response (% of control), % at 10 µM; 290,000 compounds, 1.1% hits; in the data active = binding response below about 67% or above about 130%
IDE inh: inhibitors of human insulin-degrading enzyme in cells; 320,000 compounds, 0.41% hits; inhibition, % at 5.59 µM; HEK cells, FAbetaB cleavage, fluorescence polarization; AID 434962;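 active = percent inhibition above the average of all tested compounds plus 3 SD, set per screening campaign, cut at about 16% in these data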;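 note: IDE supplied by intact live HEK cells; FP after avidin binding of uncleaved biotin substrate so inhibition keeps polarization high; 0% = DMSO wells and 100% = 60 µM reference IDE inhibitor Ii1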
pCIP destab: p/CIP protein destabilization; decrease of EGFP signal, % at 10 µM; Q05BA5; F442A p/CIP-EGFP cells, EGFP fluorescence, 16 h; AID 1984; 290,000 compounds, 0.01% hits;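 active = EGFP signal decrease of at least 30% at 10 µM or well 3 SD below plate mean, unless failing retest; inactive = the rest, including hits failing retest or dose response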; note: some compounds called inactive have numbers as strong as hits; many of its hits are not listed in these tables
MEKK3 PB1 HTS: raises or lowers MEK5 binding to the human MEKK3 PB1 domain. Q99759. bead-based flow cytometry, Alexa488-MEK5 binding to MEKK3; actives lie on both sides; 0 = blocked by unlabeled MEK5, 100 = vehicle. binding response (% of control), % at 10 µM. 290,000 compounds, 1.4% hits. AID 1529;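 active = binding response more than 3 SD above or below the average of its plate-row segment, actives on both sides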;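 note: Alexa488 bead fluorescence after subtracting the streptavidin-only scavenger bead signal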
Target sequence (Q99759 whole entry, looked up, the tested form may be a part): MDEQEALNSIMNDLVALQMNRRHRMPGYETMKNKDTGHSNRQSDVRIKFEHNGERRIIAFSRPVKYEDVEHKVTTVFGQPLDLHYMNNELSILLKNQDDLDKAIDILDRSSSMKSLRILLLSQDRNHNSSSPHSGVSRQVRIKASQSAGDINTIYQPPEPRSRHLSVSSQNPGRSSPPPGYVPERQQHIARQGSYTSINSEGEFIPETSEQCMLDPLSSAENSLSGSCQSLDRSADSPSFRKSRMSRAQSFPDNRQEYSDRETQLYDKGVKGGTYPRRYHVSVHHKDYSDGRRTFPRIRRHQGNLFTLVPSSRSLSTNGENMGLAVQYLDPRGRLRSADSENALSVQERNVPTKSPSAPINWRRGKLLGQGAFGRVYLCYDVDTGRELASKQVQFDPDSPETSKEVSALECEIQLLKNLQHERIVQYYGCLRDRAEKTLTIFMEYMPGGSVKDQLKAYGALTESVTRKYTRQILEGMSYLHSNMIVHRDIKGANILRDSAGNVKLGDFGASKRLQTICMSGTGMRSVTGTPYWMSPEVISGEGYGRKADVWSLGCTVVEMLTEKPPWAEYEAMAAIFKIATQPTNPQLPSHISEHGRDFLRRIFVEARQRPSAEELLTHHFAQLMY
MEKK2 mut-MEK5: signal of MEK5 binding to mutant human MEKK2 PB1 domain; bead flow cytometry, Alexa488-MEK5 binding to MEKK2 mutant; percent response, % at 10 µM; 290,000 compounds, 0.35% hits; AID 1530; in the data active = percent response above about 24%, passing the limit was not always enough; note: inactives centre near 1; some results filed as inactive read as strong as hits; reference of the scale not given here
IDE cell activ: IDE (human) activation, cell-based; 340,000 compounds, 0.073% hits; activation, % at 5.96 µM; P14735; HEK cells, FAbeta-B cleavage, fluorescence polarization; 0% vehicle, 100% cell-free pure enzyme wells;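 active = activation above the mean of all tested compounds plus 3 SD, set per screening campaign, cut at about 17% in these data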
NALP1 yeast inh: NALP1 inhibition; 280,000 compounds, 0.61% hits; inhibition, % at 10 µM; S. cerevisiae NALP1/ASC/caspase-1 growth, X-gal OD620, 72 h; in the data active = inhibition mostly above about 24%, no sharp cut-off; inactive = mostly below about 32%; note: some compounds called inactive have numbers as strong as hits
* hit, by the source's call; nt = no result given. Not all compounds are listed (hit frequency here may not be typical).

1: CC(=O)C1=C(C)NC(=S)NC1c1cc([N+](=O)[O-])ccc1O (stereo unspecified)
2: O=C(Nc1cccc(NC(=O)c2ccco2)c1)c1ccc2c(c1)OCO2
3: C/C(=N\NC(N)=S)c1ccc2c(c1)OCCO2
4: O=C(NNC(=O)C1CC1c1ccccc1)c1ccccc1[N+](=O)[O-] (stereo unspecified)
5: Cc1ccc(NC(=O)CCCc2nc3ccccc3s2)c(O)c1
6: O=C(/C=C/c1ccc2c(c1)OCCCO2)c1ccc2ccccc2c1O
compound no.	1	2	3	4	5	6
M18AAP inhibitor	-2	9	2	-4	-10	2
SUMO HTRF inh	26	13	5	8	8	9
MEKK2 WT-MEK5	95	101	91	98	99	98
IDE inh	-4	-5	-3	2	2	1
pCIP destab	2	-5	-5	3	14	-14
MEKK3 PB1 HTS	97	102	87	100	98	108
MEKK2 mut-MEK5	15	4	-9	0	-3	-1
IDE cell activ	1	-2	1	4	-1	-1
NALP1 yeast inh	-20	7	2	27	7	28

7: Brc1ccc(CN2CCN(c3ccccc3)CC2)o1
8: NC(=O)C1(NC(=O)[C@@H]2CC3(CC(c4cccc(NC(=O)[C@@H]5CCC(=O)N5)c4)=NO3)CN2C(=O)Cc2ccc(C(F)(F)F)cc2)CC1 (stereo partly specified)
9: COCCOC(=O)C1=C(N)Oc2c(oc(CO)cc2=O)C1c1c(F)cccc1Cl (stereo unspecified)
10: Cc1c(CCC(=O)NCCC(=O)O)c(=O)oc2c(C)c3oc4c(c3cc12)CCCC4
11: CC(=O)Nc1ccc(OC(F)(F)C(F)F)c(NC(C)=O)c1
12: O=C(OCC(=O)N1CCc2ccccc21)c1ccccc1
compound no.	7	8	9	10	11	12
M18AAP inhibitor	11	-3	1	-11	9	-2
SUMO HTRF inh	6	2	-1	30	22	11
MEKK2 WT-MEK5	99	102	109	102	94	100
IDE inh	nt	-1	-1	-4	-5	-1
pCIP destab	-1	5	-10	-10	-7	-5
MEKK3 PB1 HTS	97	102	108	108	91	95
MEKK2 mut-MEK5	2	2	6	5	-6	-1
IDE cell activ	0	2	1	4	4	-1
NALP1 yeast inh	15	-7	8	8	2	16

13: O=C(NCCCCc1ccccc1)C1CC(c2ccc(C(F)(F)F)cc2)=NO1 (stereo unspecified)
14: COc1ccc(-c2noc(CSc3nnc(-c4ccccc4)n3C)n2)cc1
15: Cc1ccc(-c2noc(CCC(=O)N(C)c3ccccc3C)n2)cc1
16: CCOC(=O)c1cc(S(=O)(=O)NCC2CCN(Cc3cccc(C)c3)CC2)cn1C
17: CCCCCCCCCCn1c2c(c(=N)c3c1CCC3)CCC2
18: O=C(Nc1nnc(/C=C/c2ccccc2)s1)c1ccco1
compound no.	13	14	15	16	17	18
M18AAP inhibitor	nt	-1	3	-1	-7	-2
SUMO HTRF inh	-32	-9	-7	nt	14	19
MEKK2 WT-MEK5	83	106	104	113	140*	99
IDE inh	6	17*	5	-4	1	-4
pCIP destab	-4	0	3	-14	-13	-4
MEKK3 PB1 HTS	86	97	105	102	108	95
MEKK2 mut-MEK5	6	4	-1	3	10	1
IDE cell activ	4	-18	3	7	-7	0
NALP1 yeast inh	nt	3	1	8	34*	-1

19: CC(=O)c1c(C)nc2sc3c(=N)n(N)cnc3c2c1-c1ccc(Cl)cc1
20: CCOC(=O)C1CCCN(C2CCN(Cc3nc(-c4ccccc4)no3)CC2)C1 (stereo unspecified)
21: COc1ccc(CC(=O)O/N=C(\N)c2ccc(Br)cc2)cc1OC
22: O=[N+]([O-])c1ccc(O)c(/C=N/NC2=NS(=O)(=O)c3ccccc32)c1
23: Cc1cccn2c(=O)c(/C=C(\C#N)S(=O)(=O)c3ccccc3)c(N3CCC(C(N)=O)CC3)nc12
24: COc1ccc(OC)c(N2CC(O)(c3ccccc3)[N+]3=C2SCCC3)c1 (stereo unspecified)
compound no.	19	20	21	22	23	24
M18AAP inhibitor	7	5	-8	7	-2	-19
SUMO HTRF inh	-18	-7	0	-20	11	8
MEKK2 WT-MEK5	98	102	106	91	93	104
IDE inh	3	6	-3	2	2	2
pCIP destab	0	5	-5	2	4	-8
MEKK3 PB1 HTS	92	102	100	84	99	102
MEKK2 mut-MEK5	-6	8	4	-3	-1	4
IDE cell activ	-4	-5	4	-4	3	3
NALP1 yeast inh	8	20	2	-7	25	15

Continued; it opens with the four that closed the last part.
21: COc1ccc(CC(=O)O/N=C(\N)c2ccc(Br)cc2)cc1OC
22: O=[N+]([O-])c1ccc(O)c(/C=N/NC2=NS(=O)(=O)c3ccccc32)c1
23: Cc1cccn2c(=O)c(/C=C(\C#N)S(=O)(=O)c3ccccc3)c(N3CCC(C(N)=O)CC3)nc12
24: COc1ccc(OC)c(N2CC(O)(c3ccccc3)[N+]3=C2SCCC3)c1 (stereo unspecified)
25: CCc1ccc(/C=N/NC(=O)c2nnn(-c3nonc3N)c2CN2CCOCC2)cc1
26: O=S(=O)(c1ccc(F)c(F)c1F)N1CCN(C(=S)Nc2ccccc2)CC1
27: Cc1cccc(NC(=O)CSc2n[nH]c(-c3ccncc3)n2)c1
28: CCC1CN(C(=O)N2CCC(C(=O)NCCc3ccc(OC)cc3OC)CC2)c2ccccc2O1 (stereo unspecified)
29: COc1ccc(-c2noc(N3CCC(C(=O)Nc4ccc(F)cc4F)CC3)n2)cc1
30: Cc1cccc(Nc2ncc3c(n2)CC(c2ccco2)CC3=O)c1 (stereo unspecified)
compound no.	21	22	23	24	25	26	27	28	29	30
M18AAP inhibitor	-8	7	-2	-19	-3	3	0	1	-3	-3
SUMO HTRF inh	0	-20	11	8	nt	12	21	1	12	2
MEKK2 WT-MEK5	106	91	93	104	108	94	114	103	100	96
IDE inh	-3	2	2	2	1	-1	7	-2	0	6
pCIP destab	-5	2	4	-8	-10	-31	-18	-9	-13	-11
MEKK3 PB1 HTS	100	84	99	102	103	103	108	102	101	93
MEKK2 mut-MEK5	4	-3	-1	4	8	-6	6	5	-2	-4
IDE cell activ	4	-4	3	3	2	3	-14	6	0	-3
NALP1 yeast inh	2	-7	25	15	27	-76	11	2	4	-29

Marked active in MEKK2 WT-MEK5, of those listed so far:
17: CCCCCCCCCCn1c2c(c(=N)c3c1CCC3)CCC2
compound no.	17
M18AAP inhibitor	-7
SUMO HTRF inh	14
MEKK2 WT-MEK5	140*
IDE inh	1
pCIP destab	-13
MEKK3 PB1 HTS	108
MEKK2 mut-MEK5	10
IDE cell activ	-7
NALP1 yeast inh	34*

Remaining list, next part.
31: COCC(=O)Oc1c(S(=O)(=O)c2ccc(C)cc2)c(C)nn1C(C)(C)C
32: COC(=O)c1ccc2nc(NC(=O)CN3C(=O)CCC3=O)sc2c1
33: N#Cc1c(/N=C\c2ccc(O)c([N+](=O)[O-])c2)sc2c1CCCC2
34: CCSc1ncc(Cl)c(C(=O)Nc2ccccc2F)n1
35: O=C1CCCC/C1=N\Nc1ccc(C2CCCCC2)cc1
36: Cn1ncc(Br)c1C(=O)N/N=C/c1cccc(OC2CSC2)c1
compound no.	31	32	33	34	35	36
M18AAP inhibitor	1	6	22	1	23	1
SUMO HTRF inh	11	20	-5	4	10	-1
MEKK2 WT-MEK5	103	105	94	111	89	96
IDE inh	-6	-3	3	8	4	5
pCIP destab	-9	3	-22	1	6	-13
MEKK3 PB1 HTS	106	103	91	106	85	98
MEKK2 mut-MEK5	4	2	-2	7	-18	-2
IDE cell activ	0	1	-4	3	nt	0
NALP1 yeast inh	26	7	3	4	-6	3

37: CCCc1c(C)c2c(C)[nH]nc2oc1=O
38: CC(C)C(=O)Nc1ccc(NC(=O)c2ccccn2)cn1
39: O=C(NC(=S)NCCc1ccc(Cl)cc1)c1ccco1
40: COC(=O)CC1C(=O)NCCN1C(=O)CSc1nnc(Nc2ccc(OC)cc2)s1 (stereo unspecified)
41: O=C(COC(=O)/C=C/c1ccccc1Cl)NCCNC(=O)COC(=O)/C=C/c1ccccc1Cl
42: Cc1cc([N+](=O)[O-])nn1CCCC(=O)O
compound no.	37	38	39	40	41	42
M18AAP inhibitor	6	-13	-11	0	2	-8
SUMO HTRF inh	21	-1	-24	14	6	16
MEKK2 WT-MEK5	103	100	93	109	96	95
IDE inh	6	7	9	0	0	5
pCIP destab	-19	-2	-1	-6	10	6
MEKK3 PB1 HTS	101	107	94	122*	97	98
MEKK2 mut-MEK5	0	3	-2	4	-7	-4
IDE cell activ	-2	4	2	3	-6	2
NALP1 yeast inh	-4	8	18	9	-2	5

43: CCOc1ccc(C(=O)NCCC2=CCCCC2)cc1OCC
44: c1ccc(N2CCN(c3nc4ccccc4n4cnnc34)CC2)cc1
45: O=C(Nc1cccc2ncccc12)c1cc2ccccc2o1
46: Cc1ccc(-c2nnc(Nc3ccc4c(c3)OCO4)c3ccccc23)cc1S(N)(=O)=O
47: Nc1nnnn1N=C1CCCCC1
48: O=C(NC(=S)Nc1ccc(S(=O)(=O)Nc2nccs2)cc1)c1ccc(F)c(F)c1
compound no.	43	44	45	46	47	48
M18AAP inhibitor	1	7	0	3	0	0
SUMO HTRF inh	24	2	18	-10	0	-8
MEKK2 WT-MEK5	100	114	91	100	101	110
IDE inh	2	1	1	10	12	-3
pCIP destab	-13	-18	-2	-1	-17	-9
MEKK3 PB1 HTS	99	111	85	99	98	97
MEKK2 mut-MEK5	3	10	-10	0	0	8
IDE cell activ	0	-3	1	-5	0	2
NALP1 yeast inh	14	7	33	6	2	12

Random excerpt: 2 entries already listed, in no set order.
44: c1ccc(N2CCN(c3nc4ccccc4n4cnnc34)CC2)cc1
7: Brc1ccc(CN2CCN(c3ccccc3)CC2)o1
compound no.	44	7
M18AAP inhibitor	7	11
SUMO HTRF inh	2	6
MEKK2 WT-MEK5	114	99
IDE inh	1	nt
pCIP destab	-18	-1
MEKK3 PB1 HTS	111	97
MEKK2 mut-MEK5	10	2
IDE cell activ	-3	0
NALP1 yeast inh	7	15

Only pCIP destab, MEKK2 WT-MEK5 and IDE cell activ, for six of the compounds above:
| # | smiles | pCIP destab | MEKK2 WT-MEK5 | IDE cell activ |
| --- | --- | --- | --- | --- |
| 43 | CCOc1ccc(C(=O)NCCC2=CCCCC2)cc1OCC | -13 | 100 | 0 |
| 44 | c1ccc(N2CCN(c3nc4ccccc4n4cnnc34)CC2)cc1 | -18 | 114 | -3 |
| 45 | O=C(Nc1cccc2ncccc12)c1cc2ccccc2o1 | -2 | 91 | 1 |
| 46 | Cc1ccc(-c2nnc(Nc3ccc4c(c3)OCO4)c3ccccc23)cc1S(N)(=O)=O | -1 | 100 | -5 |
| 47 | Nc1nnnn1N=C1CCCCC1 | -17 | 101 | 0 |
| 48 | O=C(NC(=S)Nc1ccc(S(=O)(=O)Nc2nccs2)cc1)c1ccc(F)c(F)c1 | -9 | 110 | 2 |

Bioassay records from PubChem BioAssay.
